E coli growth: counter-screen for AddAB inhibitors: E. coli growth inhibition; inhibition, % at 11.9 µM; E. coli V3065 growth, OD600 absorbance, 18 h; actives 0.27% (n = 330,000);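 active = inhibition above the campaign's mean inhibition across all tested compounds plus 3 SD, cut at about 9.9% in these data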;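 note: uninfected addAB+ strain grown without phage in ampicillin broth; 0% = DMSO wells and 100% = ciprofloxacin 0.95 µg/ml wells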
OPRM1-OPRD1 inv: inverse agonist of human OPRM1-OPRD1 heterodimerization. inhibition, % at 9.3 µM. P35372+P41143. cell-based MOR-DOR heterodimer luminescence, inverse agonism. actives 0.21% (n = 340,000); in the data active = inhibition above about 22%, passing the limit was not always enough;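 note: 0% = cells with DMSO and 100% = wells without cells with DMSO; values of inactives mirror those of a sister screen read the other way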
Target sequence (P35372 whole entry, looked up): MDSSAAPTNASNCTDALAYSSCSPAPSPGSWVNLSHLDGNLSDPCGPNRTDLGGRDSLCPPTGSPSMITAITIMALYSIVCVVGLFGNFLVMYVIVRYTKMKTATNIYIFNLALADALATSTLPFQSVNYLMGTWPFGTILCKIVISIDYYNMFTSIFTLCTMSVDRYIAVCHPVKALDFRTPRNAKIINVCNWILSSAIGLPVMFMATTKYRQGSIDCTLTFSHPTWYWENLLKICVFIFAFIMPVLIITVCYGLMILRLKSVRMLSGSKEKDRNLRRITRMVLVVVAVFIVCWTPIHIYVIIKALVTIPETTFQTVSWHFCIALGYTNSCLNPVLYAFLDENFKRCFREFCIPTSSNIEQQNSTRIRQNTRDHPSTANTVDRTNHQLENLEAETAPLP
Target sequence (P41143 whole entry, looked up): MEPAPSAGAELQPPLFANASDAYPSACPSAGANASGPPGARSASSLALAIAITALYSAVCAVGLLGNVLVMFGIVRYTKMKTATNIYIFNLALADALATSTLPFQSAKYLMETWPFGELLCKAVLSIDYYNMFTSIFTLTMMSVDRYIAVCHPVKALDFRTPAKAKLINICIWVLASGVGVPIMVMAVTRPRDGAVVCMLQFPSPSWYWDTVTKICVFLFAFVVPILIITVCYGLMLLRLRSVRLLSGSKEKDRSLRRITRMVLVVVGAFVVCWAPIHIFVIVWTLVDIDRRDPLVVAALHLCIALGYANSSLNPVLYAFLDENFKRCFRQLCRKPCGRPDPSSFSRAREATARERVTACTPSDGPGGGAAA
Mot1-301 SUMO: inhibitors of SUMOylation pathway: yeast Mot1-301 growth rescue; S. cerevisiae Mot1-301 growth rescue, ATP luminescence, 38.5C; percent above DMSO median, 100 means doubled; growth rescue, % at 18.8 µM; actives 1% (n = 320,000); AID 2716;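 active = every valid replicate shows activation above 250% relative to neutral control wells; inactive = the rest, any valid replicate at or below 250%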;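 note: OY570 slx delta 5 strain wells were the positive control but not used for scaling; some compounds called inactive have numbers as strong as hits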
Pemphigus Ab inh: human desmoglein-3 autoantibody binding inhibition; DSG3-coupled beads, scFv-anti-DSG3-GFP binding, flow cytometry; stronger effect = lower value; binding (percent of control), % at 10 µM; actives 0.48% (n = 310,000); AID 588358;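 active = binding more than 3 SD below its plate's average and above zero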;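 note: hits lower antibody fragment binding to DSG3; some compounds called inactive have numbers as strong as hits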
PKA-R1A activ: activators of PKA-R1A complex. P00514+P68181. PKA-R1A dissociation, Cy5-IP20 fluorescence polarization; scaled: DMSO 0%, 113 µM cGMP 100%. activation, % at 11.4 µM. actives 0.083% (n = 340,000);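 active = percent activation above the mean of all tested compounds plus 3 SD, cut at about 19% in these data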;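 note: higher means more PKAc released from R1A so a rise in polarization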
phage Ecoli inh: E. coli growth loss with phage present; growth absorbance; inhibition, % at 11.9 µM; actives 0.26% (n = 360,000); AID 651602; in the data active = inhibition above about 11%
HTR5A ag: HTR5A agonism, opioid heterodimer counter-screen; actives 0.61% (n = 340,000); HTR5A agonist assay, luminescence, cell-based; P47898; AID 504692; activation, % at 9.3 µM; in the data active = activation mostly above about 9.5%, no sharp cut-off; inactive = mostly below about 7.6%;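 note: 0% = cells with vehicle only and 100% = reference agonist; strong numbers were not always called active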
AddAB inh: less growth of phage-infected E. coli with AddAB; E. coli expressing H. pylori AddAB, absorbance growth; inhibition, % at 11.9 µM; actives 0.29% (n = 330,000); AID 435030; in the data active = inhibition above about 12%;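 note: 0% = vehicle wells of infected cells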
OPRM1-OPRD1 ag: agonists of human mu-delta opioid receptor heterodimerization | P35372+P41143 | cells, OPRM1-OPRD1 heterodimerization, luminescence | activation, % at 9.3 µM | actives 0.3% (n = 340,000); in the data active = activation above about 18%;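 note: 0% = vehicle-treated cells and 100% = reference agonist; values of inactives mirror those of a sister screen read the other way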
HTR5A inv ag: counter-screen for OPRM1-OPRD1 inverse agonists: human HTR5A inverse agonism; inhibition, % at 9.3 µM; P47898; HTR5A cell line, luminescence; actives 0.083% (n = 340,000); AID 504634; in the data active = inhibition mostly above about 23%, no sharp cut-off; inactive = mostly below about 18%;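 note: 0% = cells with DMSO and 100% = no-cell wells with DMSO; some compounds called inactive have numbers as strong as hits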
PfHsp90 set2: reduces growth (ATP signal) of yeast expressing P. falciparum Hsp90; S. cerevisiae expressing PfHsp90, BacTiter-Glo ATP, 48 h; yeast lacking PDR1 and PDR3 efflux regulators; inhibition, % at 9.4 µM; actives 0.32% (n = 310,000);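 active = every replicate shows inhibition above about 80%, whatever the replicate mean, limit read from the data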;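 note: 0% = DMSO neutral controls and 100% = 20 µM radicicol positive controls; yeast relying on Plasmodium falciparum Hsp90 in place of its own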
The depositor's hits bear a star; nt = no result given.

entry	compound	E coli growth	OPRM1-OPRD1 inv	Mot1-301 SUMO	Pemphigus Ab inh	PKA-R1A activ	phage Ecoli inh	HTR5A ag	AddAB inh	OPRM1-OPRD1 ag	HTR5A inv ag	PfHsp90 set2
1	CC(=O)OCC(=O)Nc1cc(S(=O)(=O)N2CCCCCC2)ccc1Cl	0.3	16	5	71*	-1	2.5	2	2.8	-3.2	1	9
2	Cc1ccc(SC(C)C(=O)O/N=C(\N)c2ccncc2)cc1 (configuration not stated)	1.4	11	19	117	-1	1.6	-6	1.6	-2.7	16	20
3	COc1ccc(NC(=O)Cc2cccc3ccccc23)cc1	0.7	4	260	113	-6	0.6	3	5.3	-0.7	-16	6
4	COc1ccc(C)cc1-n1c(SCC(=O)Nc2cc(C)on2)nc2ccccc2c1=O	-0.2	-2	-18	104	-17	2.1	-1	2.4	0.5	3	2
5	CC(C)C[C@@H]1NC(=O)[C@H](Cc2ccc(O)cc2)NC(=O)c2cc([N+](=O)[O-])cc(I)c2NCCC[C@@H](C(N)=O)NC1=O	-4.0	21	4	106	6	nt	-2	-1.1	-3.7	7	-18
6	O=C(Nc1ccccc1N1CCOCC1)c1cccs1	1.3	2	-3	87	-7	2.6	0	0.5	-0.3	-11	5
7	CCOC(=O)/C(=N\Nc1ccccc1Cl)N1CCN(c2ccccc2OC)CC1	-0.4	-6	100	101	7	1.2	-5	3.9	1.1	14	12
8	COC(=O)c1ccc(Cl)c(NC(=O)CSc2ncn[nH]2)c1	1.4	12	-3	110	2	0.7	-3	-2.5	-2.0	23	11
9	Cc1n[nH]c(C)c1NC(=O)c1cc([N+](=O)[O-])ccc1Cl	-2.5	-3	-6	84	-2	3.3	3	0.5	0.5	-9	nt
10	O=C(c1ccc(S(=O)(=O)c2ccccc2)cc1)N1CCc2ccccc2C1	3.0	2	37	98	-9	4.5	2	4.5	-0.3	-6	14
11	NS(=O)(=O)c1ccc(CCNC(=O)c2cccnc2)cc1	1.9	16	9	98	0	3.1	1	4.3	-3.1	-18	24
12	O=c1c2ccccc2sc2ccc(NCCCN3CCOCC3)cc12	-3.0	-22	17	127	-7	3.9	0	0.3	4.0	0	12
13	Cc1ccc(NC(=O)COc2ccc(N3CC(C(N)=O)CC3=O)cc2)c(C)c1 (configuration not stated)	-0.7	9	-16	nt	0	0.5	1	0.3	-1.4	-3	26
14	Cc1ccc(S(=O)(=O)C2(C(=O)N3CCCCCC3)CC2)cc1	-0.7	12	-11	102	7	1.3	-3	0.8	-2.2	-34	nt
15	COCCN(C(=O)CSc1n[nH]c(-c2ccccc2)n1)c1c(N)n(Cc2ccccc2)c(=O)[nH]c1=O	0.7	13	-10	96	-1	0.5	-5	-1.0	-2.0	13	nt
16	Cn1c(SCC(=O)NCCc2ccccc2)ncc(C(=O)Nc2ccc(F)cc2)c1=O	-0.1	15	84	95	0	3.3	1	0.2	-2.3	0	1
17	CSc1cccc(CN2CCC(n3nccc3NC(=O)C3CC3)CC2)c1	-1.7	-18	nt	102	4	1.1	-6	3.7	3.5	9	1
18	O=S(=O)(Cc1ccccc1)NCc1ccccn1	-1.1	-1	611*	103	1	nt	-2	0.8	0.2	-12	6
19	O=C(CNCCc1ccc(Cl)cc1Cl)NCc1ccco1	-2.2	23	-1	97	-3	6.3	-1	0.8	-4.4	3	-27
20	CCOc1ccc(-c2nnn(CC#N)n2)cc1OC	0.8	-6	-13	nt	-1	3.0	0	1.6	1.1	1	6
21	O=C(/C=C/c1ccco1)NCCc1ccc(F)cc1	2.3	16	-17	111	1	2.8	7	1.0	-2.9	-20	-7
22	Cc1nc2nc(-c3ccc(Cl)cc3)cn2nc1C	2.0	5	-5	105	4	2.6	6	2.5	-1.1	-14	13
23	Cc1ccc(CNC(=O)[C@H](C)[C@H]2C[C@]2(C)[C@H](NC(=O)OCc2ccccc2)c2ccccc2)o1	-0.3	8	7	110	-16	nt	2	2.8	-1.9	-5	3
24	O=C(COC(=O)[C@H](Cc1ccccc1)NC(=O)c1ccco1)Nc1ccccc1OC(F)F	2.1	-4	0	nt	11	1.0	-3	1.3	1.1	7	nt
25	C=CCOC(=O)C1=C(C)OC(N)=C(C#N)C1c1ccc2c(c1)OCO2 (configuration not stated)	-2.3	0	-8	106	-9	1.8	-3	1.9	0.1	23	-28
26	O=Cc1c(-[n+]2ccccc2)nc([O-])n1-c1ccccc1	0.7	3	-2	94	-2	1.2	2	0.2	-0.5	-7	-2
27	COCCn1nnnc1C(c1ccccc1)N1CCN(C)CC1 (configuration not stated)	0.5	4	715	110	-11	-0.9	-1	2.7	-0.9	13	16
28	CCOc1ccc(NS(=O)(=O)c2ccc3c(c2)N(C(C)=O)CCO3)cc1	0.4	2	219	nt	0	2.0	1	3.4	-0.4	-5	-13
29	COc1cccc(CNS(=O)(=O)c2ccc3c(c2)CC(C)N3C(C)=O)c1 (configuration not stated)	-2.9	5	-13	nt	-1	1.8	2	2.2	-1.0	-4	-22
30	O=C(Nc1ccc2c(c1)CCCN2C(=O)c1cccs1)c1c(F)cccc1F	0.8	8	-9	111	-15	0.9	-3	4.2	-1.6	19	-12
31	Cc1cc(=O)oc2cc(OCc3ccc(C(=O)OCC(=O)Nc4ccccc4OC(F)F)cc3)ccc12	0.7	-2	-1	nt	10	2.7	-2	0.5	0.3	-33	-23
32	CCN(CC)S(=O)(=O)c1ccc(C(=O)Nc2ncn(Cc3ccccc3)n2)cc1	-1.4	19	-9	125	-11	3.6	-4	1.0	-3.2	-13	nt
33	Oc1ccc(Cl)cc1CNn1cnnc1	1.0	17	-16	116	-8	1.9	5	5.7	-3.5	35	nt
34	O=C1c2ccccc2C(=O)N1CCSc1n[nH]c(=S)s1	2.4	12	-1	102	-10	1.5	-7	0.0	-2.5	15	nt
35	CCc1ccc(C(c2ccc(CC)cc2)C(Cl)Cl)cc1	-2.3	-16	-12	106	-4	4.4	-2	3.9	3.0	7	26
36	O=c1c2c3c(sc2n2cnnc2n1Cc1ccccc1)CN(Cc1ccccc1)CC3	-2.4	34*	2	112	-5	-0.7	-8	0.4	-6.2	22	nt
37	CCOc1ccccc1NC(=O)C(=O)N/N=C/c1ccc([N+](=O)[O-])cc1	-0.2	-4	22	93*	2	-0.1	-5	-0.8	0.9	12	21
38	COc1ccc2cc(C3c4cc(OC)c(OC)cc4CCN3C(=O)c3ccco3)c(=O)[nH]c2c1 (configuration not stated)	-1.2	12	-9	106	-1	0.4	4	1.0	-2.3	-12	10
39	CC1(C)Cc2c(cnn2-c2ccccc2)-c2c1c1ccccc1n2CC(O)CCl (configuration not stated)	0.4	-7	11	nt	0	2.6	5	2.9	1.1	14	-13
40	c1ccc2c(N3CCOCC3)nc(N3CCOCC3)nc2c1	0.4	18	-29	nt	2	0.8	-3	3.9	-3.3	5	-13
41	CC1(c2ccccc2Cl)NC(=O)N(CC(=O)c2ccc3c(c2)OCO3)C1=O (configuration not stated)	1.2	-9	3	106	-7	-0.5	4	-1.5	1.4	-4	nt
42	COc1ccc(CCCc2nnc(SCC(=O)Nc3ncc(C)s3)o2)cc1	-1.1	-7	-1	110	-4	1.0	-6	-3.1	1.3	-24	-7
43	C#CCOCCOCCOCCNc1nc(N2CCN(C(=O)Cn3cc(CCCCN)nn3)CC2)nc(N2CCN(C(=O)[C@H](CCCCN)n3cc(CCC(=O)O)nn3)CC2)n1	0.2	8	5	104	-1	2.8	8	2.2	-1.5	-4	18
44	COc1cccc(COCC(O)Cn2cnc3cc(C)c(C)cc32)c1 (configuration not stated)	0.2	2	4	113	-3	-1.3	-1	5.1	-0.5	4	-6
45	Cc1cc(-c2ccco2)n(CC(=O)NCCCc2ccccc2)n1	0.9	11	-17	103	8	1.6	-1	0.6	-1.9	3	12
46	COCCn1c(SCC(=O)N2CCCCCC2)nc2c(c1=O)SCC2	0.7	9	-16	nt	6	2.6	2	5.8	-1.7	-18	12
47	NC(=O)c1nnsc1Sc1c(C(N)=O)nnn1-c1cccc(N)c1	0.2	12	nt	94	10	4.8	1	1.4	-2.3	28	19
48	CC(C)c1nc(SCC(=O)N2CCOCC2)c2c(=O)n(C)c(=O)n(C)c2n1	2.9	6	8	100	5	2.4	0	-1.0	-1.0	-14	17
49	COc1ccc(C2=NNC(=O)CC2)cc1	0.1	-18	4	112	-10	2.7	6	2.6	2.6	-11	13
50	COc1ccc(-n2c(C)c3c(OC)cccc(=O)c3c2C)cc1	-0.7	7	6	121	-7	-0.6	1	-1.7	-1.2	-3	-13

(listing goes on)
entry	compound	E coli growth	OPRM1-OPRD1 inv	Mot1-301 SUMO	Pemphigus Ab inh	PKA-R1A activ	phage Ecoli inh	HTR5A ag	AddAB inh	OPRM1-OPRD1 ag	HTR5A inv ag	PfHsp90 set2
51	O=C(c1ccc(COc2ccc(Cl)cc2)cc1)N1CCCCC1	-2.7	-17	8	95	-21	2.4	7	4.9	2.4	-18	-6
52	CC1CCCCN1C(=O)COC(=O)c1cc([N+](=O)[O-])ccc1N (configuration not stated)	1.6	10	-6	123	-7	1.3	-4	1.7	-1.8	9	nt
53	Cc1cccc(NC(=O)COC(=O)c2cccc3c2C(=O)c2ccccc2C3=O)c1C	-1.7	-56	nt	96	-10	0.1	8	1.5	9.2	-21	-46
54	O=C(COC(=O)C12CC3CC(CC(C3)C1)C2)Nc1nccs1	0.8	-11	nt	92	-2	3.2	-2	3.4	2.2	4	-2
55	O=C(COC(=O)Cn1cnc2ccccc21)NCCc1ccc(Cl)cc1	2.2	-8	59	nt	-8	4.7	0	3.9	1.2	12	8
56	Cc1ccccc1NC(=O)Cn1c(NCC(C)O)nc2ccccc21 (configuration not stated)	-2.2	nt	-5	95	-10	4.5	nt	0.8	nt	nt	14
57	CC(C)[C@H](NC(=O)N1CCn2c1nc1ccccc12)C(=O)N[C@H](C(=O)O)c1ccccc1	-3.0	nt	7	nt	1	2.2	nt	-3.0	nt	nt	-4
58	Nc1ccc(-c2c3ccc(=O)cc-3oc3cc(O)ccc23)c(C(=O)O)c1	-2.8	32*	2	298	-11	nt	-5	-1.1	-6.0	17	-16
59	CCC1(C)Cc2ccccc2-c2c1c(=O)n(Cc1ccccc1)c1nnnn21 (configuration not stated)	1.0	-3	13	106	-4	1.2	2	1.2	0.6	-6	3
60	O=C(c1ccccc1)N(C1=NCCCCS1)c1ccccc1	-2.5	2	-4	112	-8	2.0	5	-1.9	-0.3	9	nt
61	Cc1cc(Nc2ccccc2O)c2ccccc2n1	1.2	nt	-12	97	nt	5.2	nt	2.3	nt	nt	15
62	Cc1cc(-c2nnc(SCC(=O)Nc3ccccc3C(F)(F)F)o2)c(C)n1-c1ccccc1	3.3	18	-1	102	-2	2.5	10	3.7	-3.1	-28	3
63	COc1ccc(C(c2sc3ncnn3c2O)N2CCN(c3ccccc3F)CC2)cc1OC (configuration not stated)	-0.7	-4	8	99	0	2.8	-6	-3.5	0.6	18	-15

Screening results from PubChem.
